High-throughput results from PubChem BioAssay.
Runt-SMMHC FRET – blocks binding of human RUNX1 Runt domain to CBFb-SMMHC | inhibition, % at 20 µM | Cerulean-Runt/Venus-CBFb-SMMHC FRET ratio 530/480, 1 h | Q01196+Q13951 | actives 0.74% (n = 220,000);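 active = mean inhibition across duplicate retests at 20 µM reaching about 50%, limit read from the data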;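 note: 0% = DMSO wells and 100% = wells with excess untagged CBFb-SMMHC; inhibitors lower the FRET ratio by blocking Runt binding to CBFb-SMMHC; some results filed as inactive read as strong as hits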
KLK5 inh – inhibitors of human kallikrein 5; recombinant hK5, fluorogenic AMC substrate cleavage; Q9Y337; inhibition, % at 5 µM; actives 0.59% (n = 210,000);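 active = inhibition of 40% or more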;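 note: 0% = enzyme controls without compound and 100% = no-enzyme blanks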
Wee1 degr inh – human Wee1 degradation inhibition, primary screen. actives 1.2% (n = 220,000). reporter increase, % at 5 µM. P30291. AID 1321. HeLa Luc-Wee1K328M stability, luciferase luminescence; 100% = proteasome inhibitor MG132 effect;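 active = activation above the mean of all tested compounds plus 3 SD, set per screening run, cut at about 8.8% in these data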;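 note: cells exposed to compound for 20 h before luminescence read; 0% = DMSO alone and 100% = MG132 at 30 µM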
FXIIa inh – blocks human coagulation factor XIIa protease activity. P00748. purified FXIIa, Boc-QGR-AMC fluorogenic substrate, 2 h. inhibition, % at 5 µM. actives 0.3% (n = 220,000); in the data active = inhibition above about 40%;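 note: 0% = enzyme with no compound and 100% = blank without enzyme; many of its hits are not listed in these tables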
Target sequence (P00748 20-372 limits assumed): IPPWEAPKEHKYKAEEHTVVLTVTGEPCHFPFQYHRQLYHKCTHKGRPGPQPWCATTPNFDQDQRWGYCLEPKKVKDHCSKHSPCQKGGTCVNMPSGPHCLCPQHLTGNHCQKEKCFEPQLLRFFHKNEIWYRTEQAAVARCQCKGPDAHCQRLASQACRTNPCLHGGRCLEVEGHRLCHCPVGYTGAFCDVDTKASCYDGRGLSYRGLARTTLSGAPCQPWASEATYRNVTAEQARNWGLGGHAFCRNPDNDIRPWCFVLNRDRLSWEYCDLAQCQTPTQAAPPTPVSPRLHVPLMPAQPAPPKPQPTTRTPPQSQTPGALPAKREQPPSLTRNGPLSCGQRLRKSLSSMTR
Target sequence (P00748 373-615 limits assumed): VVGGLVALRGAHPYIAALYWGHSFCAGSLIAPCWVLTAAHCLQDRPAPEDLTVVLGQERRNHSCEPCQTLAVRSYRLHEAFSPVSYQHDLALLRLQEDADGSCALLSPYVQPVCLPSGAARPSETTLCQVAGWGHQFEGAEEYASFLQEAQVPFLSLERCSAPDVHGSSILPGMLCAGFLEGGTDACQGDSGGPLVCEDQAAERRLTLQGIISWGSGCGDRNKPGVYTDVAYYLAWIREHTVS
Hck-Nef inh – inhibitors of human Hck kinase activated by Nef. P08631. inhibition, % at 20 µM. actives 0.68% (n = 220,000). Recombinant Hck-YEEI plus Nef, Z-Lyte FRET kinase assay. AID 463187;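 active = Hck-Nef kinase inhibition above about 50%, limit read from the data; inactive = inhibition below that limit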;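 note: 0% = DMSO with Hck plus Nef and 100% = Hck alone without Nef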
14-3-3 Bad inh – disrupts binding of bovine 14-3-3 zeta to phospho-Bad peptide | actives 0.71% (n = 220,000) | TR-FRET 14-3-3zeta/Dy647-pBad peptide displacement, 1 h | P63103 | AID 781 | inhibition, % at 21.7 µM;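 active = inhibition above about 70%, limit read from the data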;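 note: 0% = full 14-3-3 plus peptide FRET controls and 100% = background without 14-3-3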
Target sequence (P63103 whole entry, looked up): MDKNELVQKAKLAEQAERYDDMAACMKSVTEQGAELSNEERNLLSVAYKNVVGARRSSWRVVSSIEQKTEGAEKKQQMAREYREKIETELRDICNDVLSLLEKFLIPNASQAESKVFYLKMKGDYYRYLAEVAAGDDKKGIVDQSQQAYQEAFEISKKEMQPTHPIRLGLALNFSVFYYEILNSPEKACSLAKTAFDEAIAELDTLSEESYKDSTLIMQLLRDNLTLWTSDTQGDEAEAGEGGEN
Runt-CBFb FRET – Runt domain-CBFb interaction inhibition; AID 1496; inhibition, % at 20 µM; actives 0.46% (n = 220,000); Cerulean-Runt/Venus-CBFb FRET ratio 530/480, 1 h; Q01196+Q13951;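 active = inhibition over about 50% at 20 µM in the single-dose screen, limit read from the data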;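 note: 0% = DMSO wells and 100% = excess unlabeled CBFb competitor control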
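Buffer or medium: Tris pH 7.5 buffer with BSA. Assay system: Cerulean-labeled Runt domain protein. Amount: each fluorescent fusion protein 100 nM. Read-out basis: loss of energy transfer signal. Incubation: 1 h compound exposure, room temperature. Probe or stimulus: Venus-CBFb binding partner, 100 nM. Detection: FRET, excitation 422 nm, emission at 530 and 480 nm.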
Thrombin inh – inhibitors of human thrombin; P00734; alpha-thrombin, Boc-VPR-AMC fluorogenic substrate cleavage; inhibition, % at 5 µM; actives 0.26% (n = 220,000); AID 1046;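 active = inhibition at or above 40%; inactive = inhibition below 40%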;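 note: 0% = enzyme with no compound and 100% = wells without enzyme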
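signal = AMC fluorescence, 355/460 nm | material = human alpha-thrombin enzyme | control set = enzyme without compound as high, wells lacking enzyme as low | times = reaction at room temperature | read-out basis = percent inhibition scaled between no-compound controls and no-enzyme blanks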
FXIa inh 1536 – inhibitors of human coagulation factor XIa; AID 798; actives 0.14% (n = 220,000); purified FXIa, Boc-Glu-Ala-Arg-AMC fluorogenic substrate; inhibition, % at 5 µM;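 active = inhibition of at least 40%; inactive = inhibition below 40%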;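 note: fluorescence of freed AMC excited at 355 nm; 0% = enzyme without compound and 100% = no enzyme blank; many of its hits are not listed in these tables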
The depositor's hits bear a star; . = no result given; [ ] = another dose, or the depositor's remark.

SMILES	Runt-SMMHC FRET	KLK5 inh	Wee1 degr inh	FXIIa inh	Hck-Nef inh	14-3-3 Bad inh	Runt-CBFb FRET	Thrombin inh	FXIa inh 1536
O=C(O)CCCNS(=O)(=O)c1ccc2ccccc2c1	-1	-1	-1	8	0	-8[fluorescence artefact?]	-2	3	3
Cc1ccc(-c2cc(C(=O)Nc3cnn(C45CC6CC(CC(C6)C4)C5)c3)no2)cc1	0	-25	1	-4	19	-6[fluorescence artefact?]	3	-20	-2
Cc1cc(C)cc(N2C(=O)CSC2c2cccs2)c1 (stereo not drawn)	-4	3	0	5	6	-6	0	3	7
CC1(C)NC(=O)N(CC(=O)OCC(=O)Nc2cccc(S(N)(=O)=O)c2)C1=O	2	-8	-1	5	-5	-8	2	-2	-4
COCCN(C(=O)CSc1ncc(C(F)(F)F)cc1Cl)c1c(N)n(Cc2ccccc2)c(=O)[nH]c1=O	-2	-7	-2	5	18	-6	-1	-24	-11
O=C(COc1ccc(C2SCCS2)cc1)NNC(=O)C(Cl)Cl	-5	2	8	7	14	0	1	-5	2
CC(=O)Nc1ccc(S(=O)(=O)NCCc2ccc(S(N)(=O)=O)cc2)cc1	-8	2	1	15	4	-1	1	6	-4
CC(C)(C)c1cnnn1-c1ccc(C(=O)CCl)cc1	-10	-1	-2	6	0	32[fluorescence artefact?]	1	-6	-4
C/C(=N\NC(=O)CC1(C)OCCO1)c1cccs1	4	26	5	21	1	27[fluorescence artefact?]	-2	16	12
CCNC(=O)CSc1nnc(-c2cc(-c3ccc(Cl)cc3)nc3ccccc23)o1	-10	-16	1	9	1	-15	-9	-8	1
COc1ccccc1/C=C/C=N/n1c(-c2ccccn2)n[nH]c1=S	4	3	4	12	-74	-10	12	1	4
C1CC(CN2CCOCC2)CN(c2nc3nonc3nc2N2CCSCC2)C1 (stereo not drawn)	-3	15	3	17	9	7	1	1	9
Cc1cc(C)c(NC(=O)COc2nc3ccccc3nc2C)c(C)c1	-3	-3	6	8	0	10	0	-16	0
S=c1[nH]nc(Cc2ccccc2)n1-c1ccc(Cl)cc1	11	-9	-2	3	17	-9	1	0	-5
Cc1n[nH]c(C)c1Sc1ccccc1N=Cc1cc([N+](=O)[O-])ccc1O	-36	-13	1	20	7	30	-10	4	12
O=C(NC(=S)Nc1ccc2oc(-c3ccncc3)nc2c1)c1ccccc1F	-8	-6	1	.	15	73*	3	-12	-6
N#CC1=C(N)Oc2n[nH]c(-c3ccccc3)c2C12C(=O)Nc1ccccc12 (stereo not drawn)	2	-12	-1	13	-15	2	-1	-1	2
Cc1nn(-c2ccccc2)c(Cl)c1/C=N/N1CCN(c2ccccn2)CC1	-2	0	4	3	20	2	-4	-18	-5
Cc1cc(=O)[nH]c(SCC(=O)NCC2CCCO2)n1 (stereo not drawn)	3	-3	4	2	25	-3	0	42*	-7
COc1ccccc1-n1cnnc1SCC(=O)Nc1cccnc1Cl	17	-3	0	4	-5	-2	0	-6	0
O=C(N/N=C(/CC(=O)c1cccs1)C(F)(F)F)c1ccc(O)cc1	-13	-23	2	27	3	-10	-5	-1	10
COc1cc(C(=O)NCCC(C)C)c([N+](=O)[O-])cc1OC	0	-4	0	26	0	-3	-1	8	4
Cc1ccc(S(=O)(=O)Cc2ccc(C(=O)N3CCN(c4cc(C)ccc4C)CC3)o2)cc1	-1	0	-2	-6	1	-1	-3	-6	-2
O=C(CCC(=O)Nc1ccc(Oc2ccccc2)cc1)NCCO	5	-13	-4	21	4	1	0	-1	1
Oc1ccc(/C=N/N2CCOCC2)c(O)c1O	-7	1	0	13	20	-1	3	.	6
Other entries
SMILES	Runt-SMMHC FRET	KLK5 inh	Wee1 degr inh	FXIIa inh	Hck-Nef inh	14-3-3 Bad inh	Runt-CBFb FRET	Thrombin inh	FXIa inh 1536
CCOC(=O)C(=NCC1CCCO1)NNc1ccccc1Cl (stereo not drawn)	0	3	6	2	8	1	3	-4	-1
N#CCc1nc2c3c4c(sc3ncn2n1)CCCC4	-1	-7	-1	5	1	1	2	-2	-4
O=C(CSc1nc(-c2ccccc2)cc(C(F)(F)F)n1)c1cccc([N+](=O)[O-])c1	-4	-5	2	25	2	7	-1	6	22
COc1cc(/C=N\Nc2nc3ccccc3[nH]2)cc(OC)c1OC	2	7	-4	11	1	10	1	-5	1
COc1ccc(CN(C)C(=O)COC(=O)c2ccc3c(c2)OCO3)cc1OC	-3	-38	-1	18	2	-8	2	3	6
CCCCCC1(C)NC(=S)N(c2ccccc2)N1 (stereo not drawn)	-4	0	1	11	5	-14	.	5	-4
Cc1cc(-c2ccccc2)nc2cc(C(=O)NCCCn3ccnc3)nn12	-2	9	-2	9	1	4	-3	-3	8
CC1(C)CC2CC(C)(CN2Cc2c(O)ccc3ccccc23)C1 (stereo not drawn)	-9	12	-4	7	29	-24	4	-11	12
CNC(=O)NC(=S)NC(=O)c1ccc(OC)cc1	1	-24	-1	12	0	-7	-3	-5	2
Cc1nnn(-c2nonc2N)c1C(=O)NNC(=O)c1ccc(Cl)c(Cl)c1	-2	12	5	7	0	-8	2	-3	-1
CC(C)(C)c1csc(NC2=NS(=O)(=O)c3ccccc32)n1	-2	3	4	1	0	4	2	-20	8
COc1ccc(C(C[N+](=O)[O-])c2c(-c3ccccc3)cc3ccccn23)cc1OC (stereo not drawn)	4	-9	-2	6	2	-5	2	-5	-5
CCOC(=O)C1CCN(c2cc(C)nc3cc(-c4cccc(F)c4)nn23)CC1	18	-21	0	-5	1	14	5	-3	-9
O=C(CNC(=O)c1cccs1)OCC(=O)c1ccc([N+](=O)[O-])cc1	-1	6	4	14	22	-10	11	-3	2
O=C(COC(=O)c1cc(-c2cccs2)nn1-c1ccccc1)Nc1cc([N+](=O)[O-])ccc1Cl	0	-8	0	4	0	0[fluorescence artefact?]	2	-10	-8
COc1cc2nc(NC(=O)c3ccccc3)[nH]c(=O)c2cc1OC	-1	10	-3	4	11	3	0	-3	-4
Cc1cccc(C(=O)NN(C)c2nc(-c3ccccc3)nnc2C(F)(F)F)c1	-2	-4	-2	17	0	14[fluorescence artefact?]	-2	0	2
CN1C(=O)C2(c3ccccc31)N(C)CC(c1ccccc1)C21SC(=S)N(Cc2ccco2)C1=O (stereo not drawn)	-9	-9	2	9	0	5	1	6	4
COc1cc(C2C3=C(CC(c4ccco4)CC3=O)Nc3ccccc3N2C(C)=O)cc(OC)c1OC (stereo not drawn)	-6	-9	0	27	0	64[fluorescence artefact?]	11	4	20
O=C1[C@@H]2CSCN2C(=O)CN1Cc1ccc(F)cc1	0	2	0	11	25	-7	-1	0	0
COc1ccc(NC(=O)COC(=O)/C=C/c2ccc(OC)c(S(=O)(=O)N3CCOCC3)c2)cc1	-4	-16	-3	9	4	-10	-4	-7	12
c1ccc(CCCc2nc(-c3ccccn3)no2)cc1	-2	-4	-1	1	9	1	1	-6	2
CCc1ccc(Oc2ncnc(N)c2[N+](=O)[O-])cc1	-1	-17	-3	-1	11	6	0	4	-4
CCOc1ccc(NC(C(=O)Nc2cccc(C(C)=O)c2)c2ccccc2)cc1 (stereo not drawn)	-2	-29	1	0	1	-12	-3	-8	-5
CCn1nnnc1SCC(=O)Nc1cc(C)on1	3	-6	0	18	-10	-2	-2	0	8
The listing continues:
SMILES	Runt-SMMHC FRET	KLK5 inh	Wee1 degr inh	FXIIa inh	Hck-Nef inh	14-3-3 Bad inh	Runt-CBFb FRET	Thrombin inh	FXIa inh 1536
Cc1cc(C)n(-c2nc3ccccc3c(=O)n2OCc2ccc(Cl)cc2)n1	3	2	4	15	1	-5	-2	3	6
CCn1ncc([C@@H]2C[C@H]3CN(Cc4ccccc4C)C(=O)[C@]34CCCN24)c1C	4	-1	-1	0	17	-5	0	-13	-7
CCOC(=O)c1[nH]c2ccccc2c1NC(=O)NC1CCCCC1	2	-29	0	8	-1	-4	-1	1	7
COc1cc(/C=C/C(=O)O)cc(S(=O)(=O)NC2CC2)c1OC	0	-13	-3	8	2	-16[fluorescence artefact?]	-1	-2	6
Cc1cc(C)nc(-n2nc(C)cc2NC(=O)c2cccc(S(=O)(=O)N3CCCCC3)c2)n1	2	4	2	14	6	12	-1	2	1
CC1CCN(Cc2ccc(NC(=O)C3CCN(c4nnc(-n5cccc5)s4)CC3)cc2)CC1	2	-32	-4	-4	-1	50	2	-12	-12
COc1ccccc1N1CCN(C(=O)c2coc(=O)c(Br)c2)CC1	-2	1	-2	4	26	-2	0	0	9
COc1cc(/C=N/NC(=O)c2cccnc2)ccc1OS(=O)(=O)c1ccc(F)cc1	-2	-16	-3	13	-1	12	-2	5	8
O=C(O)c1cc(-c2ccc(/C=N/N3C(=O)C4C5C=CC(CC5)C4C3=O)o2)ccc1Cl (stereo not drawn)	2	-2	-2	6	17	1	1	-5	-3
CC(C)CC(C(=O)O)N1C(=O)C2C3CC(C2C1=O)C1C(c2ccccc2)c2sc(=O)[nH]c2SC31 (stereo not drawn)	29	4	-4	0	4	2[fluorescence artefact?]	13	-10	2
COc1ccc(Oc2ccc(C(F)(F)F)cc2NC(=O)c2ccc(F)cc2)cc1	0	0	-3	10	11	-4	-2	1	0
CC(C)CCN1CC(C(=O)NCc2ccccc2)CC1=O (stereo not drawn)	-7	6	-3	4	1	-14	1	3	2
COc1ccc(OC(C)C(=O)NCCC2=CCCCC2)cc1 (stereo not drawn)	-4	-3	0	4	-19	-6	-1	-5	-2
O=C(NC1CCCCC1)C1CCCN(S(=O)(=O)c2cnc[nH]2)C1 (stereo not drawn)	2	-11	-3	14	5	2	1	-4	5
Cc1cccc(NC(=O)CN2C(=O)N/C(=C/c3cc(C)n(C(C)C)c3C)C2=O)c1	-3	10	2	11	5	9	0	-16	10
O=C(CCSc1ccc(Cl)cc1)NC12CC3CC(CC(C3)C1)C2	-2	0	-2	3	1	-7	0	-3	-5
O=C(CCCN1C(=O)CCC1=O)Nc1ccc2c(c1)OCCO2	-4	-3	-1	14	-9	0	3	1	2
O=C(c1cnc2sccn2c1=O)N(Cc1ccccc1)c1ccccn1	4	6	2	6	-4	2[fluorescence artefact?]	2	-8	-10
